# aDG glyco act: increases alpha dystroglycan glycosylation | hit rate 0.22% among 360,000 | activation, % at 10 µM | AID 624168 | Pro5-aDG cells, alpha-DG glycosylation AlphaScreen (IIH6); 0% Pro5, 100% B10-LARGE cell signal;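 active = activation of at least 8% versus controls, or a plate z-score of at least 8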;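 note: Pro5 are CHO cells carrying HIG-tagged alpha-DG that lacks glycosylation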
# TWEAK Fn14 block: TWEAK-Fn14 signaling inhibition. TWEAK-stimulated Fn14 reporter cells, luciferase luminescence, 8 h. inhibition, % at 10 µM. hit rate 2% among 360,000; in the data active = inhibition above about 50%
# NR2E3 ag-1: agonists of human NR2E3 nuclear receptor | CHO-S Gal4-NCOR/VP16-NR2E3 two-hybrid, luciferase | AID 602229 | hit rate 0.35% among 360,000 | Q9Y5X4 | inhibition of corepressor binding, % at 3.98 µM;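 active = inhibition above the mean of all tested compounds plus 3 SD, cut at about 70% in these data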;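 note: 0% = DMSO with NR2E3 transfected cells and 100% = cells lacking NR2E3 construct; higher means lower luciferase signal from less NR2E3 corepressor binding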
# Target sequence (Q9Y5X4 whole entry, looked up, the tested form may be a part): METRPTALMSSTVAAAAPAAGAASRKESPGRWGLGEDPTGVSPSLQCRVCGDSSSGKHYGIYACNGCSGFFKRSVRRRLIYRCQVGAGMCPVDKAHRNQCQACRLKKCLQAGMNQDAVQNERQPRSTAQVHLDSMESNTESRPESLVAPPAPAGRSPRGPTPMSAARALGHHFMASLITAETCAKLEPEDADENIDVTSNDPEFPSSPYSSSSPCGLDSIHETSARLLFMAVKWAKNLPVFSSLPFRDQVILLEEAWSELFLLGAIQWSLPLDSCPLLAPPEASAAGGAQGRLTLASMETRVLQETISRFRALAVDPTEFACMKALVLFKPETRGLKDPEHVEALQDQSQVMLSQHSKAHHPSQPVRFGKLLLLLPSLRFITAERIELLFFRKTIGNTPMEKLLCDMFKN
# iPSC survival up: increases survival of single human iPS cells | hiPSC single-cell survival, ATPlite luminescence; 100% = ROCK inhibitor wells, 0% = DMSO | survival enhancement, % at 20 µM | hit rate 0.044% among 360,000; in the data active = survival enhancement above about 18%;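 note: cells exposed to compounds for 16 hours before the ATP read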
# HIF-2a inh: blocks HIF-2a reporter activity; 786-0 RCC cells HIF-2a reporter, luciferase luminescence, overnight; inhibition, % at 18.8 µM; hit rate 0.72% among 360,000;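 active = inhibition of the luminescence signal of 40% or more relative to plate controls, in a single-dose primary screen at 18.75 µM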
# Shn3 3UTR inh: inhibitors of Schnurri-3 3'UTR reporter in osteoblasts. Clone20 osteoblast Shn3 3'UTR firefly luciferase, 24 h. inhibition, % at 12.5 µM. hit rate 0.52% among 360,000. AID 588674;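 active = mean inhibition of at least 75% with every replicate also reaching 75%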;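 note: 0% = median of neutral control wells and 100% = pilot-screen positive control compound; some compounds past the cut are filed as inactive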
# Peg3 promoter: Peg3 promoter activity inhibition; hit rate 1.7% among 360,000; inhibition, % at 20 µM; AID 588405; HeLa PEG-Prom luciferase reporter, luminescence, overnight;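 active = inhibition of at least 50% at 20 µM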
# NR2E3 ag-2: agonists of human nuclear receptor NR2E3; GST-NR2E3/biotin-RetCOR TR-FRET, 1536-well; inhibition of corepressor binding, % at 4.78 µM; hit rate 0.12% among 320,000; AID 2300;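 active = percent inhibition above the cutoff of mean plus 3 SD of all tested compounds, set per screening campaign, cut at about 20% in these data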;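 note: 0% = DMSO wells and 100% = biotin wells as full block of FRET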
#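 Test system – NR2E3–RetCOR corepressor complex · Quantity – NR2E3 fusion 1.35 nM · Buffer or medium – Tris pH 7.5 · Incubation – Compound–protein incubation for 5 h at 4 °C · Technique – TR-FRET, Eu(K)-anti-GST donor, streptavidin-D2 acceptor, ex 340, em 617/671 nm · Evaluation – percent inhibition of 671/617 nm emission ratio versus biotin and DMSO controls · Plate – 1536-well format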
# CF NFkB inh: cystic fibrosis NF-kB activation inhibition | hit rate 0.86% among 360,000 | KKLEB NF-kB-GFP reporter, PAF-induced, GFP fluorescence overnight | inhibition, % at 5 µM;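 active = at least 50% inhibition at 5 µM, scaled per plate between neutral and stimulator controls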;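 note: PAF is a Pseudomonas aeruginosa culture filtrate used as stimulus; plate controls were PAF-stimulated DMSO wells for no effect and unstimulated DMSO wells for full effect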
# MITF TRPM1 inh: MITF TRPM1 promoter inhibition in SK-MEL-5 cells; hit rate 0.83% among 330,000; SK-MEL-5 TRPM1 promoter luciferase, 24 h; inhibition, % at 12.5 µM;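 active = mean inhibition across replicates of 60% or more, whatever share of single replicates reaches that level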; note: values of inactives mirror those of a sister screen read the other way
# KKLEB tox: CF airway cell cytotoxicity counter-screen; KKLEB CF airway cells viability, ATPlite luminescence, overnight; active compounds read low; cells stimulated with P. aeruginosa culture filtrate; activity change (cytotoxicity), % at 5 µM; hit rate 0.36% among 360,000;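 active = corrected activity change at or below -50% at 5 µM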
# * = called active by the depositor; · = no result given.
# Sample of the layout (3 entries):
molecule,Peg3 promoter,Shn3 3UTR inh,CF NFkB inh,NR2E3 ag-2,NR2E3 ag-1,KKLEB tox,MITF TRPM1 inh,HIF-2a inh,aDG glyco act,TWEAK Fn14 block,iPSC survival up
Clc1cc(Cl)c2nc(N3CCCC3)sc2c1,-221,-67,7,3,-28,0,-27,-273,0.3,-15,-1.8
COc1ccc(CCN2C(=O)COc3ccccc3C2C(=O)NCc2ccccc2)cc1OC (stereo not given),·,·,·,·,-17,·,·,-12,-0.1,-12,-0.8
CC1Cn2c(nc3c2c(=O)[nH]c(=O)n3C)O1 (stereo not given),8,-4,-1,-2,-11,4,1,4,-0.1,-2,-0.3

# Main list (from the top)
molecule,Peg3 promoter,Shn3 3UTR inh,CF NFkB inh,NR2E3 ag-2,NR2E3 ag-1,KKLEB tox,MITF TRPM1 inh,HIF-2a inh,aDG glyco act,TWEAK Fn14 block,iPSC survival up
Clc1cc(Cl)c2nc(N3CCCC3)sc2c1,-221,-67,7,3,-28,0,-27,-273,0.3,-15,-1.8
COc1ccc(CCN2C(=O)COc3ccccc3C2C(=O)NCc2ccccc2)cc1OC (stereo not given),·,·,·,·,-17,·,·,-12,-0.1,-12,-0.8
CC1Cn2c(nc3c2c(=O)[nH]c(=O)n3C)O1 (stereo not given),8,-4,-1,-2,-11,4,1,4,-0.1,-2,-0.3
CCOc1cc(CNc2nn[nH]n2)ccc1OCC(=O)NC(C)(C)C,19,-4,8,-1,-13,8,-1,17,-0.4,1,3.1
Cc1nc2nc[nH]n2c(=O)c1CCC(C)C,10,-24,10,-3,13,-15,3,17,0.3,-31,-1.4
CCOc1ccc(-c2c(=O)n(OCc3ccccc3Br)c3ccccc3[n+]2[O-])c(OCC)c1,26,9,-7,-2,10,8,·,15,-0.1,3,-1.6
COC(=O)c1nn(-c2ccccc2)c(=O)cc1Oc1ccccc1,5,-2,-15,-1,-8,0,-11,23,-0.3,9,0.8
CCOC(=O)c1cc(S(=O)(=O)N2CCN(c3ccccc3OC)CC2)cn1C,5,24,-19,1,28,7,3,3,0.0,-4,0.0
O=C1NC(NS(=O)(=O)c2ccccc2)(C(F)(F)F)C(=O)N1Cc1ccccc1 (stereo not given),-1,-18,-7,3,6,0,3,0,0.4,4,-0.2
CC1CCN(S(=O)(=O)c2ccc3c(ccn3CCC(=O)NC(C)C)c2)CC1,10,-22,0,3,24,0,-3,1,-0.4,-15,-0.4
CCCCN(C(=O)c1ccc(S(=O)(=O)N(CC)CC)cc1)c1c(N)n(CCC)c(=O)[nH]c1=O,-1,-21,-4,1,-3,3,1,-1,0.2,16,-0.2
O=C(CN1NS(=O)(=O)c2ccccc2C1=O)Nc1ccccc1OC(F)F,3,13,2,-1,-2,-4,-9,6,0.0,16,1.0
C[C@H](O)[C@@H]1C(=O)N2CCc3ccc(N4CCOCC4)cc3[C@@H]2C[C@@H]1N(C)S(=O)(=O)c1ccccc1,1,-11,-24,·,-24,-7,2,3,0.1,5,-1.7
COc1ccccc1NC(=O)CC1S/C(=N/N=C2\CCCc3ccccc32)NC1=O (stereo not given),22,17,-22,2,3,7,14,10,-0.3,-13,-1.4
CSc1ncccc1C(=O)Nc1ccc2c(c1)OCCO2,-25,-18,-11,·,-4,8,-4,-35,0.5,50*,-0.1
COC(=O)CN(C#N)c1nc(SC)nc(N(C)C)n1,-6,-62,6,4,4,6,0,9,0.1,12,-2.0
C=CCN1C(=O)/C(=C2/Sc3ccccc3N2C)SC1=Nc1ccccc1C,0,16,28,1,-12,-17,-1,2,0.0,5,1.2
CN1C(=S)SC(N(O)C(=O)Nc2ccc(Cl)c(Cl)c2)C1(C)C (stereo not given),28,13,26,0,3,-3,-5,9,-0.1,1,-1.4
C=CCNc1nc(SC)nc2ccsc12,-2,-23,12,0,-11,-2,2,12,-0.1,-15,3.8
C=Cn1c(C(=O)O)ccc1-c1ccc(OC)cc1,-6,-4,1,-1,-4,-2,-2,8,0.3,-10,1.2
COC(=O)[C@@]12CCCN1[C@H](c1ccc(-c3ccccc3)c(OC)c1)[C@H]1C(=O)N(C)C(=O)[C@H]12,0,13,-20,·,-6,13,4,17,0.1,-9,-1.9
COc1cccc(NC2=C(C#N)C(=O)NC(c3cccc(OC)c3O)S2)c1 (stereo not given),3,-26,2,0,7,9,7,1,0.1,26,-0.2
NCC(=O)Nc1ccc(Cl)cc1C(=O)c1ccc[nH]1,4,-192,9,·,6,-6,1,12,1.4,44,-0.5
CN(C)C(=O)CN1C(=O)C2CC=C(Cl)CC2C1=O (stereo not given),6,6,16,2,-20,2,-5,13,-0.1,5,0.7
CSc1cccc(NC(=O)N2CCCC(CNS(=O)(=O)Cc3ccccc3)C2)c1 (stereo not given),14,84,4,3,-19,5,-5,6,-0.1,5,-0.7
O=C(CSc1nnc(NC(=O)c2cccc(F)c2)s1)NCC1CCCO1 (stereo not given),-30,-21,26,1,-28,-12,-28,-44,-0.3,-13,0.5
COc1ccc2nc3sc(C(=O)NCCN4CCc5ccccc5C4)cc3cc2c1,-169,-28,1,-4,-58,-39,8,-164,0.4,-24,-2.2
O=c1[nH]c(-c2cccnc2)nc2ccccc12,-1,10,3,-5,-9,6,-3,16,-0.1,-1,-1.5
Cc1ccc(-c2nn(CCC(=O)O)cc2CCC(=O)O)cc1,4,-45,-2,0,-12,13,2,18,-0.1,5,0.8
Cc1ccc(S(=O)(=O)N2CCOCC2)cc1NC(=O)CSc1nc(N)cc(N)n1,3,10,0,·,30,-10,0,13,0.1,-3,-0.6
CCOC(=O)C(C#N)(Cc1cc(OC)cc(OC)c1)Cc1cc(OC)cc(OC)c1,10,0,12,1,-1,-10,4,29,0.2,-15,-2.8
Cc1ccc(C(=O)O/N=C(\N)Cc2cccc3ccccc23)cc1,1,7,-5,-2,4,-12,3,0,0.3,9,0.3
CCO[C@H]1OC(C(N)=O)=C[C@@H](c2ccc(Br)cc2)[C@@H]1CCCO,10,-11,9,-1,-3,-6,-7,10,0.1,0,-1.6
NC(=S)NN=Cc1cc(-c2cccc(N)c2)ccn1,25,76,18,·,2,-7,·,-75,-0.1,25,-3.6
C/C(=N/OC(=O)CC(C)C)c1cc(-c2ccc(Cl)cc2)no1,-352,-56,0,-2,-56,-1,-88,-367,0.7,-9,-0.1
CC1CCN(C(=O)C(=O)c2cn(CC(=O)N3CCCCCC3)c3ccccc23)CC1,16,5,11,0,-18,-13,6,14,0.0,7,-0.5
Cn1c(N)c(C(=O)COC(=O)/C=C/c2cccc(C(F)(F)F)c2)c(=O)n(C)c1=O,-4,-11,8,1,5,-2,5,12,0.0,7,4.4
O=C(CN1CCN(C2CCCCC2)CC1)NCCC1=CCCCC1,-2,-20,-21,2,1,10,-9,-12,-0.1,15,1.1
CCOC(=O)c1ccc(NC(=O)c2cccc3c2C(=O)N(CC2CCCO2)C3)cc1 (stereo not given),-19,-2,10,-1,-48,-9,·,-25,-0.1,-4,12
COC(=O)c1sccc1NC(=O)c1sccc1C,-5,-10,-12,-2,-2,-16,1,-11,0.1,8,5.9
O=C(CCc1nnc2ccc(NCc3ccco3)nn12)Nc1cccc(F)c1,2,5,-14,0,-2,1,-11,7,0.2,28,0.0
CCCn1c(N)c(N(CCOC)C(=O)c2cc(Cl)nc3ccccc23)c(=O)[nH]c1=O,3,2,-3,0,5,-7,-1,12,-0.3,14,-0.4
COc1ccc(NC(=O)c2ccccc2)c([N+](=O)[O-])c1,-201,-59,-6,3,-107,-10,-43,-314,0.0,-15,0.0
COC(C[C@H](O)C[C@H](O)[C@@H](C)OCc1ccccc1)OC,1,-23,-2,3,-23,21,-2,5,0.4,-15,0.1
Cc1cc(Nc2ccc(C(=O)N3CCCCC3)cc2)c2cccc(C)c2n1,-6,26,-1,·,-44,-4,-3,-3,0.8,8,-0.3
COc1ccc(S(=O)(=O)Nc2ccccc2C(=O)NCc2cccnc2)cc1C,5,6,-1,4,-28,-10,-2,13,-0.1,-4,0.6
CC(C)c1ccc(N=c2c([N+](=O)[O-])nn(-c3ccc4c(c3)OCCO4)n2O)cc1,-38,-5,9,0,-12,22,-7,-107,-0.2,35,-0.4
CCN(CC)S(=O)(=O)c1cc(NC(=O)c2cc(-c3ccccn3)nc3ccccc23)ccc1C,44,15,-19,-2,-1,-26,2,12,-0.9,34,1.2
Cc1cccc(C)c1OCCCN1CCOCC1,-7,-13,12,1,-27,4,15,19,0.0,3,0.1
CCCSc1cc(=O)n(-c2ccccc2)nc1C(=O)OCC,20,26,-18,2,20,-13,9,1,0.4,-25,9.3
C=CCNC(=O)c1ccc(-c2nc(-c3ccc(Cl)c(Cl)c3)cs2)cc1,-13,8,-1,0,-36,1,-20,17,0.0,-8,9.0
O=C(COC(=O)CCc1nc2ccccc2s1)Nc1cccc(S(=O)(=O)N2CCOCC2)c1,-1,-13,18,3,-5,9,2,21,-0.1,-2,0.0
Cn1ccsc1=NC(=O)c1ccccc1F,-34,0,4,0,-19,6,-22,-53,-0.3,17,0.1

# Some of these compounds in order of the Peg3 promoter value, descending:
SMILES,Peg3 promoter,Shn3 3UTR inh,CF NFkB inh,NR2E3 ag-2,NR2E3 ag-1,MITF TRPM1 inh,HIF-2a inh,aDG glyco act,TWEAK Fn14 block
CCCSc1cc(=O)n(-c2ccccc2)nc1C(=O)OCC,20,26,-18,2,20,9,1,0.4,-25
Cc1cccc(C)c1OCCCN1CCOCC1,-7,-13,12,1,-27,15,19,0.0,3
C=CCNC(=O)c1ccc(-c2nc(-c3ccc(Cl)c(Cl)c3)cs2)cc1,-13,8,-1,0,-36,-20,17,0.0,-8
Cn1ccsc1=NC(=O)c1ccccc1F,-34,0,4,0,-19,-22,-53,-0.3,17
CC(C)c1ccc(N=c2c([N+](=O)[O-])nn(-c3ccc4c(c3)OCCO4)n2O)cc1,-38,-5,9,0,-12,-7,-107,-0.2,35

# Screens deposited in PubChem by several laboratories.
